GRK2 inh: blocks RNA aptamer binding to human GRK2. actives 0.59% (n = 330,000). inhibition of aptamer binding, % at 10 µM. bead flow cytometry, FAM-aptamer displacement from GRK2;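 active means inhibition of aptamer binding above 40%, roughly 3 SD of noise, on plates passing a quality check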;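 further: median bead fluorescence of bound FAM aptamer so fluorescent compounds give negative values; no value below 0 was filed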
BCLXL inh: Bcl-xL (human) inhibition; Q07817; GST-Bcl-xL / FITC-Bim BH3 peptide fluorescence polarization; inhibition, % at 10.9 µM; actives 0.7% (n = 320,000); AID 2129;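 active means inhibition above the mean of all tested compounds plus 3 SD, cutoff set per campaign, cut at about 30% in these data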;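 further: 0% = DMSO wells and 100% = unlabeled Bim-BH3 peptide competitor; inhibitors lower millipolarization by displacing the labeled peptide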
Target sequence (Q07817 whole entry, looked up): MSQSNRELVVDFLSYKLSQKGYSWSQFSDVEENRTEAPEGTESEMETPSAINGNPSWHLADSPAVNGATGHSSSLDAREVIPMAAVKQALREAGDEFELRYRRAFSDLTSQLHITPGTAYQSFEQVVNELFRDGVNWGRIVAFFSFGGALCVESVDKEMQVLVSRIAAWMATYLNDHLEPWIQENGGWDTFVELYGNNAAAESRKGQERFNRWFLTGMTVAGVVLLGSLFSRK
MEX-5 binding: C. elegans MEX-5 TCR-2 RNA binding activity | Q9XUB2 | MEX-5/FITC-TCR2 RNA binding, fluorescence polarization; hits give low values | activity score (negative = inhibition of binding), % at 10 µM | actives 0.38% (n = 300,000) | AID 1832;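 active means inhibition past about -25% in most replicates, and total fluorescence under double the plate's negative control median, limit read from the data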;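 further: 0% = DMSO and -100% = 5 µM competing unlabeled TCR2 RNA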
Target sequence (Q9XUB2 whole entry, looked up): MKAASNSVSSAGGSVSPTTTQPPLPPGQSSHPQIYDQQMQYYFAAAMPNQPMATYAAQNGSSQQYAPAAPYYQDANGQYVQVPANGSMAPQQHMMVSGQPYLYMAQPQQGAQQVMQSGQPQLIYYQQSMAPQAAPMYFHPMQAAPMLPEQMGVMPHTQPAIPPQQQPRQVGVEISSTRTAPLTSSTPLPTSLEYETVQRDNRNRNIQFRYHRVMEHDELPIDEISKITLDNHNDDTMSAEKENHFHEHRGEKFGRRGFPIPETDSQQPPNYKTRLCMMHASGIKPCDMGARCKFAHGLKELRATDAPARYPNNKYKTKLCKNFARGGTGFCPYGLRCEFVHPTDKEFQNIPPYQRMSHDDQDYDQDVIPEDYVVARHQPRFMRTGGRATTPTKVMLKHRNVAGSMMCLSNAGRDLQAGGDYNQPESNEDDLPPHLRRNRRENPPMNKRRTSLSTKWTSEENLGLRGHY
VLA-4 inh: inhibition in a human VLA-4 binding assay; VLA-4 expressing cells, ligand binding flow cytometry; inhibition, % (about 7 µM as worked out from the volumes in the protocol); actives 0.2% (n = 330,000); AID 2557; in the data active means inhibition above about 50%
GLD-1 RNA inh: GLD-1-TGE RNA interaction inhibition (C. elegans) | purified GLD-1 + fluorescein TGE RNA, fluorescence polarization | actives 0.44% (n = 320,000) | AID 2280 | Q17339 | inhibition, % at 5.96 µM;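 active means percent inhibition above a per-plate cutoff, the plate mean of test compounds plus 3 SD, cut at about 30% in these data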;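 further: 0% = DMSO wells with GLD-1 and probe and 100% = wells lacking GLD-1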
Efflux pump mplx: inhibitors of Candida antifungal efflux pumps expressed in yeast | inhibition, % at 10 µM | actives 0.44% (n = 330,000) | AID 485275 | S. cerevisiae Candida pump triplex, Nile Red efflux;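 active means plate passing quality check with inhibition over a set limit, or well fluorescence over plate mean plus 4 SD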;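 further: Nile Red retained in pooled yeast measured as flow cytometry median fluorescence; 0% = buffer negative control and 100% = Enniatin B positive control; higher means more Nile Red kept so more efflux inhibition; some compounds called inactive have numbers as strong as hits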
PME-1 primary: blocks human protein phosphatase methylesterase 1. Q9Y570. recombinant PME-1, FP-Rh probe fluorescence polarization. inhibition, % at 5.9 µM. actives 0.53% (n = 320,000). AID 2130;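 active means inhibition above the campaign mean of all compounds plus 3 SD, cut at about 26% in these data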;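 further: competitive labeling of PME-1 active site by serine hydrolase directed probe; 0% = PME-1 with DMSO and 100% = wells lacking PME-1 enzyme; inhibitors block probe labeling so polarization falls and inhibition rises; many of its hits are not listed in these tables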
MCL1-BIM inh: disrupts human MCL1 binding to BIM-BH3 peptide. GST-MCL1 / FITC-Bim-BH3 fluorescence polarization. actives 0.68% (n = 320,000). AID 2057. Q07820. inhibition, % at 10.9 µM;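 active means inhibition above the mean inhibition of all tested compounds plus 3 SD, set per campaign, cut at about 40% in these data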;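 further: 0% = DMSO wells and 100% = unlabeled Bim-BH3 peptide control; higher means more loss of mP so more displacement of Bim peptide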
Target sequence (Q07820 whole entry, looked up): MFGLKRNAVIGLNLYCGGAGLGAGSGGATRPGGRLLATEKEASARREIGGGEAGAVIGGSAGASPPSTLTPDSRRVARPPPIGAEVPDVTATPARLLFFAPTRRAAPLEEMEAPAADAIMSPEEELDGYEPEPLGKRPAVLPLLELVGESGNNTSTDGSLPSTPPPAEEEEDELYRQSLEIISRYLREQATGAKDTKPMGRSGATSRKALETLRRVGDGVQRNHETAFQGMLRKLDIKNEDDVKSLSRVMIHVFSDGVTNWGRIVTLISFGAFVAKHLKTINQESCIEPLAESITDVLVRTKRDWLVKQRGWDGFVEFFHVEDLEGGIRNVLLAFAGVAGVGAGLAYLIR
Fam108B counter: Fam108B inhibition, counter-screen for RBBP9 inhibitors | recombinant Fam108B, FP-Rh probe fluorescence polarization | inhibition, % at 9.51 µM | actives 0.33% (n = 300,000);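 active means inhibition above the screen mean inhibition plus 3 SD, computed separately per campaign, cut at about 18% in these data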;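 further: inhibitors lower polarization as less probe binds the enzyme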
* hit, by the source's call; · = no result given. Only part of the results is shown (hit frequency here may not be typical).

SMILES	Efflux pump mplx	GLD-1 RNA inh	MEX-5 binding	GRK2 inh	MCL1-BIM inh	BCLXL inh	VLA-4 inh	PME-1 primary	Fam108B counter
CCC(C)NC(=O)c1ccc(CS(=O)(=O)Cc2ccc(Cl)cc2)o1 (stereo not drawn)	0.0	6	0.1	0	1	4	9	-2	1
COc1cc2c(=O)c(-c3ccc(O)cc3)coc2cc1OC1OC(CO)C(O)C(O)C1O (stereo not drawn)	·	9	-0.3	·	-1	5	·	-5	-5
Nc1ccc(Cc2nc3c(ccc4ccccc43)[nH]2)cc1	-0.2	2	-2.2	0	6	6	13	2	6
CCOc1cc(-c2noc(CCC(=O)NCC3CCCO3)n2)ccc1OC (stereo not drawn)	-0.4	0	-4.4	1	-2	3	-5	-1	2
O=C(O)c1nn(Cc2csc(-c3ccccc3)n2)c(=O)c2ccccc12	0.3	-6	-4.1	0	2	5	-8	-11	-4
CN1C(=O)C(C)(C)c2cc(S(=O)(=O)N3CCCC(C(=O)Nc4ccc(Cl)cc4)C3)ccc21 (stereo not drawn)	0.3	2	2.2	4	0	3	-19	-7	-1
CCN1C(=O)C(O)(CC(=O)/C=C/C=C/c2ccccc2)c2ccccc21 (stereo not drawn)	-0.1	-3	0.3	1	2	7	-12	-14	6
CCc1ccc(C(C)NC(=O)COC(=O)c2ccc(-n3cnnn3)cc2)cc1 (stereo not drawn)	-0.2	-4	·	0	·	·	-10	·	·
CCOc1ccc(CN(C)C(=O)CNC(=O)c2sc3ccccc3c2Cl)cc1	0.0	-1	·	4	-3	0	8	-7	·
COc1ccc(/C=C/C(=O)NCCc2nc3ccccc3[nH]2)cc1	0.0	3	1.1	3	8	2	1	2	1
CN(C)c1ccc(C(=S)N2CCN(c3ccccc3)CC2)cc1	0.1	13	1.2	0	6	8	-3	8	2
CCCCNC1=NCCS1	0.0	3	-2.5	0	4	3	1	-2	4
O=C(CSc1ncn(-c2ccccc2)n1)c1cccs1	0.0	4	-1.8	2	6	8	-6	1	-3
COc1cccc(NC(=O)CC2C(=O)NC3CCCCC3N2C(=O)c2ccccc2)c1 (stereo not drawn)	0.3	-2	-3.6	2	-6	0	-1	5	1
CCOC(=O)C1(CCOc2ccccc2)CCN(Cc2cccc(OCCO)c2)CC1	-0.2	-4	0.0	26	3	11	7	0	0
COC(=O)C(C)NC(=O)C1CCCN1C(=O)CNC(=O)OCc1ccccc1 (stereo not drawn)	0.0	-4	2.6	0	3	-3	-2	4	-4
COc1ccc(N2C(=O)NC(NC(=O)c3cccnc3)(C(F)(F)F)C2=O)cc1 (stereo not drawn)	0.0	0	1.5	2	-8	5	7	-3	0
CC(C)C[C@H](NC(=O)N1CCn2c1nc1ccccc12)C(=O)NC1CC1	-0.7	-1	0.6	2	3	5	15	3	0
CC(C)OC(=O)C(CC(=O)O)NCc1ccccc1 (stereo not drawn)	-0.2	2	-2.0	3	2	0	-5	2	-1
CCN(CC)C(=O)c1cc2c(=O)n3cccc(C)c3nc2n1C	0.0	-4	-1.9	2	1	6	8	7	5
COc1cc(C)c(S(=O)(=O)N2CCN(C)CC2)cc1C	0.1	-8	-2.3	4	1	0	-15	1	0
CCOC(=O)c1c(C)[nH]c(N=Nc2ccc(OC)cc2)c1C	-0.2	1	-9.3	30	-4	1	4	21	8
O=C(O)Cc1c(-c2ccccc2)c2cc(Cl)ccc2[nH]c1=O	0.1	-2	-0.7	0	2	1	3	4	-3
CCOc1cc(C2/C(=C(/O)c3ccc(OC)cc3)C(=O)C(=O)N2CC2CCCO2)ccc1O (stereo not drawn)	-0.1	0	3.0	1	-6	5	5	2	-1
CC(C)=CCC/C(C)=C/C=N/NC(=O)c1ccc([N+](=O)[O-])cc1	0.0	-6	0.4	0	4	2	4	-2	5
CCC(C)(C)NC(=O)C(Sc1ccccc1)c1ccccc1 (stereo not drawn)	-0.1	4	2.2	0	5	5	-2	1	-1
Cc1nn(-c2ccccc2)c(C)c1-c1cc(C(=O)N/N=C/c2cccnc2)[nH]n1	-0.1	3	1.5	1	-4	-4	-23	-11	-1
CCCCCn1nc(C(=O)N(CC(C)C)c2c(N)n(CCCC)c(=O)[nH]c2=O)c2ccccc2c1=O	0.0	0	-0.9	0	-5	2	1	-6	1
Cc1ccc(CNC(=O)C2CC(c3ccccc3C(F)(F)F)=NO2)o1 (stereo not drawn)	·	2	-1.9	·	3	4	·	1	1
Nc1nonc1-n1nnc(C(=O)N/N=C/c2ccc(O)cc2)c1CN1CCCCCC1	0.1	5	-1.4	6	-1	2	23	-10	0

Compound profiles (already shown).
COC(=O)C(C)NC(=O)C1CCCN1C(=O)CNC(=O)OCc1ccccc1 (stereo not drawn) is entered as Efflux pump mplx: 0.0; GLD-1 RNA inh: -4; MEX-5 binding: 2.6; GRK2 inh: 0; MCL1-BIM inh: 3; BCLXL inh: -3; VLA-4 inh: -2; PME-1 primary: 4; Fam108B counter: -4
CCC(C)NC(=O)c1ccc(CS(=O)(=O)Cc2ccc(Cl)cc2)o1 (stereo not drawn) is entered as Efflux pump mplx: 0.0; GLD-1 RNA inh: 6; MEX-5 binding: 0.1; GRK2 inh: 0; MCL1-BIM inh: 1; BCLXL inh: 4; VLA-4 inh: 9; PME-1 primary: -2; Fam108B counter: 1

(listing goes on)
SMILES	Efflux pump mplx	GLD-1 RNA inh	MEX-5 binding	GRK2 inh	MCL1-BIM inh	BCLXL inh	VLA-4 inh	PME-1 primary	Fam108B counter
O=c1ncn(-c2cccc([N+](=O)[O-])c2)c2ccccc12	0.1	4	0.4	3	-8	1	0	-3	1
Cc1cc(OCc2cc(C(=O)N(C)CCCN3CCOCC3)no2)cc(C)c1Cl	0.1	8	2.4	2	6	8	9	2	-5
Cc1ccc(Nc2nnns2)cc1	0.0	7	0.4	0	4	3	1	4	2
CC(=O)Nc1ccc(S(=O)(=O)N[C@@H](C)C(=O)N(C)Cc2cccs2)cc1	0.2	4	·	0	0	9	2	-3	·
COc1ccc(NC(=O)C23CCC(C2)C(C)(C)C3=O)cc1 (stereo not drawn)	0.0	2	-3.0	0	-1	-3	-1	2	-4
O=C(Nc1ccccc1)C1=C[C@H](c2csc3ccccc23)C[C@H](OCc2ccc(CO)cc2)O1	-0.2	0	4.1	2	1	0	-1	-24	-18
O=C(O)c1ccc(N/N=C/c2ccc(OC(=O)c3cccc(Cl)c3)cc2)cc1	0.0	10	-0.7	1	0	-1	0	41*	3
COc1ccc(C(=O)Nc2ccc(S(=O)(=O)N3CCN(C)CC3)cc2)cc1	0.0	5	0.8	0	11	8	5	5	2
CN(C)C(=O)N1CCNCC1	-0.1	-5	-1.3	0	-5	-4	4	-4	-2
CN1C(=O)C(=O)/C(=C(/O)c2ccc(Br)cc2)C1c1cccc([N+](=O)[O-])c1 (stereo not drawn)	0.1	4	1.0	8	-4	6	-4	4	2
O=[N+]([O-])c1cccc(C2=NCCS2)c1	0.1	-5	0.1	1	-1	-4	1	6	4
CSc1ccccc1OCc1cc(C(=O)NCCN2CCCc3ccccc32)no1	-0.1	2	1.3	0	8	12	15	1	3
CCOC1(OCC)C(c2ccc(Cl)cc2)C(C#N)(C#N)C1(OCC)OCC (stereo not drawn)	0.2	5	-0.8	0	-7	3	-1	-3	5
Cc1ccc(Oc2nc3ccccn3c(=O)c2/C=C(\C#N)C(=O)Nc2c(C)n(C)n(-c3ccccc3)c2=O)c(C)c1	0.6	-1	-1.9	0	-1	5	4	-3	5
COCCn1cnc2c(c1=O)c1nc3ccccc3nc1n2/N=C/c1ccc(OC)c(OC)c1	0.6	-3	2.0	1	13	8	-2	-6	-4
Cc1ccc(CC(=O)NCc2ccc3c(c2)OCO3)cc1	-0.2	6	2.2	1	4	1	-12	1	0
COc1ccc2c(c1)[nH]c1c(=O)n(/N=C/c3ccc(OC)c(CN4CCCCC4)c3)cnc12	-0.1	-9	3.3	0	5	3	6	-10	1
CC(=O)Nc1ccc(Oc2cnccn2)cc1	-0.2	-2	-1.1	0	0	5	4	-3	7
CC(=O)c1sc(-c2ccccc2)cc1NS(=O)(=O)c1ccccc1	0.1	-2	-11	0	-3	-6	3	7	2
CCc1ccc(CNC(=O)CCC(=O)n2ncc3cc(C)ccc32)cc1	0.1	-2	-1.1	6	12	5	30	0	0
C=CCSc1nnc2c(n1)OC(c1c(C)[nH]n(-c3ccccc3)c1=O)Nc1ccccc1-2 (stereo not drawn)	-0.2	5	1.2	0	7	7	18	-1	-77
O=C1CNC(=S)N1CCCc1ccccc1	0.0	0	-0.5	3	11	2	1	-6	-1
CCOc1ccccc1N1C(=O)CC(N(O)c2ccccc2)C1=O (stereo not drawn)	-0.1	-1	-1.2	2	6	4	33	-2	0
CCCCCC1CCC(C(=O)NCCN2CCOCC2)CC1 (stereo not drawn)	1.1	-2	2.4	0	0	1	-4	9	1
COc1cc(C2NC(=S)NC(C)=C2C(=O)c2ccccc2)ccc1O (stereo not drawn)	-0.1	2	0.1	1	-7	-1	-13	-5	-2
Cc1ccc(CN2CCN(C3CCCC3)C(CCO)C2)s1 (stereo not drawn)	0.1	-1	-2.4	0	8	-1	2	7	-3
COc1ccc(-c2ccnc3nc(N4CCN(c5ccccc5)CC4)nn23)cc1	-0.1	9	-4.4	0	6	3	10	0	-3
Nc1c2c(=O)oc(-c3ccccc3)cc2nn1-c1ccccc1	-0.1	-7	-3.1	1	-11	1	-16	10	-2
CC(=O)N(C)c1ccc(NC(=O)Nc2ccc(C)c(C)c2)cc1	0.1	0	-0.7	1	5	5	-9	0	-1
Cc1noc(C)c1NC(=O)Nc1cccc2c1O[C@H](CN(C)C(=O)Nc1ccc(C(F)(F)F)cc1)[C@@H](C)CN([C@H](C)CO)C2=O	-0.2	5	·	5	·	·	-3	·	·
COc1cccc(OC)c1C1=CC(=O)C[C@H](c2ccc3c(c2)OCO3)C1	0.3	6	·	1	-1	1	6	3	·

Looked up by structure from the entries so far, 7 records:
SMILES	Efflux pump mplx	GLD-1 RNA inh	MEX-5 binding	GRK2 inh	MCL1-BIM inh	BCLXL inh	VLA-4 inh	PME-1 primary	Fam108B counter
O=[N+]([O-])c1cccc(C2=NCCS2)c1	0.1	-5	0.1	1	-1	-4	1	6	4
O=C(O)c1ccc(N/N=C/c2ccc(OC(=O)c3cccc(Cl)c3)cc2)cc1	0.0	10	-0.7	1	0	-1	0	41*	3
COc1cccc(OC)c1C1=CC(=O)C[C@H](c2ccc3c(c2)OCO3)C1	0.3	6	·	1	-1	1	6	3	·
CC(=O)Nc1ccc(S(=O)(=O)N[C@@H](C)C(=O)N(C)Cc2cccs2)cc1	0.2	4	·	0	0	9	2	-3	·
Cc1ccc(Nc2nnns2)cc1	0.0	7	0.4	0	4	3	1	4	2
CSc1ccccc1OCc1cc(C(=O)NCCN2CCCc3ccccc32)no1	-0.1	2	1.3	0	8	12	15	1	3
CCOC1(OCC)C(c2ccc(Cl)cc2)C(C#N)(C#N)C1(OCC)OCC (stereo not drawn)	0.2	5	-0.8	0	-7	3	-1	-3	5
